FBW7 act – FBW7 E3 ligase activators, primary screen, biochemical, AlphaScreen, human. F-box/WD repeat-containing protein 7 (Homo sapiens), Q969H0. actives 0.13% (n = 650,000). normalized activity (activation), % at 26.1 µM. AlphaScreen FBW7–phospho-cyclin E peptide binding, activator screen; in the data active = normalized activity above about 1.9%;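 also: purified mutant Fbw7 with reduced substrate affinity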
TEAD-YAP inh – TEAD-YAP interaction inhibition, primary screen, TEAD-YAP interaction inhibitor project, luminescence, HEK-TIYL cells | TEAD-Gal4/YAP UAS-luciferase luminescence | inhibition, % at 9.12 µM | actives 1.4% (n = 640,000) | AID 1259422, 2018; in the data active = inhibition above about 32%;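 also: 0% = median of test compound wells and 100% = reference inhibitor wells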
MITF inh – MITF inhibitors, primary screen, biochemical, AlphaScreen, human; AlphaScreen MITF homodimerization, bead proximity signal; Microphthalmia-associated transcription factor (Homo sapiens), O75030; AID 1259374, 2018; actives 0.91% (n = 650,000); inhibition, % at 2.6 µM; in the data active = inhibition above about 50%;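 also: 0% = vehicle wells with protein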
Target sequence (O75030 whole entry, looked up): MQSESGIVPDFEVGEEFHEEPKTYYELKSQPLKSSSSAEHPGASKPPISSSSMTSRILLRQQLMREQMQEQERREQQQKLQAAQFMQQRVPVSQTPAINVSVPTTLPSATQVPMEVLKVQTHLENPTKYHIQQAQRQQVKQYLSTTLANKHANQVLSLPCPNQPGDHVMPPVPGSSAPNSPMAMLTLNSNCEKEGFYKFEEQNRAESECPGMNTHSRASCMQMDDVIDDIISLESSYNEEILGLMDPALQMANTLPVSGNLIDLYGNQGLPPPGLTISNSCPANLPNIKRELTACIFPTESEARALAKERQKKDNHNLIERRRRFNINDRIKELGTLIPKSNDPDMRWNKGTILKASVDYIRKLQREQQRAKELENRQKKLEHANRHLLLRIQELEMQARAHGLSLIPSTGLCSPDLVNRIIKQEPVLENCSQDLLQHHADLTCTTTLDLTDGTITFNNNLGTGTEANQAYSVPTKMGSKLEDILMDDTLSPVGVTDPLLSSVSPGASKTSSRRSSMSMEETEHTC
GPR151 ag – activators of human GPR151, primary screen, cell-based, PathHunter beta-arrestin, luminescence | PathHunter beta-arrestin GPR151 cells | activation, % at 11.2 µM | actives 1% (n = 650,000) | AID 1508602, 2020; in the data active = activation above about 4.9%;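 also: 0% = median of compound wells and 100% = cells with positive control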
Target sequence (Q8TDV0 whole entry, looked up): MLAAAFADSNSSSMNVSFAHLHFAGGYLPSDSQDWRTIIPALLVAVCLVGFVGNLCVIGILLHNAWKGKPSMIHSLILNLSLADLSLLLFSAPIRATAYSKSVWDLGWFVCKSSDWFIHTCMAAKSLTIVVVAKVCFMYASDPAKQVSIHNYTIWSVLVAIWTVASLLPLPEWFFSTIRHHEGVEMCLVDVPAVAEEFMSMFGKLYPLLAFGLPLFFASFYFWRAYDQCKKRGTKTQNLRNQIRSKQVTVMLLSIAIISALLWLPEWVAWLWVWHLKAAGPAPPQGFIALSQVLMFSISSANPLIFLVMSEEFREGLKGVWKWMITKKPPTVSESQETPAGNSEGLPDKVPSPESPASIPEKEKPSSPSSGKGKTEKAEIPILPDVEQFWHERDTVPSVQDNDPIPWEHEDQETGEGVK
* marks the source's active call; other numbers are inactive results. Compounds were not picked by outcome; about 3.5% have a hit in one of these screens.

1. CC(Oc1ccc(/C=N\NS(=O)(=O)c2ccc3ccccc3c2)cc1)C(=O)O (configuration not stated)
2. Cc1cc(C(=O)N2CCC(Oc3cccc(CN(C)Cc4ccoc4)c3)CC2)c(=O)[nH]c1C
3. CCOCCCNC(=O)CCc1nnc(Cc2cc(OC)ccc2OC)o1
4. CC1C(=O)NN=C1C(=O)N/N=C/c1cccc([N+](=O)[O-])c1 (configuration not stated)
5. CCOC(=O)c1sc(NC(=O)c2cc(OC)cc(OC)c2)c(C(=O)OCC)c1C
6. O=C1CCc2c1[nH]c1ccc(C3CCCCC3)cc21
7. CC(=O)Oc1cccc(C(=O)Nc2cc(C(=O)O)cc(C(=O)O)c2)c1
8. CCC(C)Oc1ccc(OCCSc2nc3ccccc3c(=O)[nH]2)cc1 (configuration not stated)
compound no. | 1 | 2 | 3 | 4 | 5 | 6 | 7 | 8
FBW7 act | 0.0 | -0.2 | -0.1 | -0.2 | 0.3 | 0.7 | -0.1 | -0.1
TEAD-YAP inh | 5 | -9 | 4 | 14 | 3 | -2 | 5 | 0
MITF inh | 16 | -10 | 5 | 6 | 11 | 18 | 1 | 11
GPR151 ag | 0.5 | 0.8 | -0.7 | -0.9 | -1.4 | -2.3 | 0.4 | 0.4

9. Cc1ccccc1NC(=O)CCc1nnc2ccc(N3CCOCC3)nn12
10. COC(=O)c1ccc(NC(=O)n2ncc3c(C)cccc32)cc1
11. CCn1ncc(C2=NOC(C(=O)Nc3cc(Cl)ccc3O)C2)c1C (configuration not stated)
12. COc1ccc(C2CC(C(F)(F)F)n3ncc(C(=O)N4CCN(c5cccc(Cl)c5)CC4)c3N2)cc1OC (configuration not stated)
13. COc1ccc(OC)c(CN2CCN(C(=O)c3cccc(F)c3)CC2)c1
14. CCOC(=O)c1ccc(NC(=O)c2ccccc2NC(=O)c2cccc([N+](=O)[O-])c2)cc1
15. CCOC(=O)CCCN(Cc1ccc(C(F)(F)F)cc1)S(=O)(=O)c1ccc(Br)cc1
16. Oc1cc2c(cc1CN1CCCC(O)C1)oc1ccccc12 (configuration not stated)
compound no. | 9 | 10 | 11 | 12 | 13 | 14 | 15 | 16
FBW7 act | -0.1 | 0.3 | -0.1 | 0.0 | -0.1 | -0.1 | 0.1 | -0.1
TEAD-YAP inh | -3 | -11 | 4 | -7 | 7 | 4 | 6 | -2
MITF inh | -3 | 11 | -6 | 6 | 20 | 2 | 15 | -8
GPR151 ag | 1.2 | -1.1 | -0.3 | 0.0 | -0.2 | -1.5 | 0.6 | 0.0

17. CCC(=O)N/N=C(\C)CC(=O)Nc1cccc(Cl)c1C
18. C=CCn1c(SCC(=O)NC2CCCCC2)nc2ccccc2c1=O
19. Cn1c(C(=O)N2CCC(O)CC2)cc2sccc21
20. O=C(Nc1ccc2oc(-c3ccc(Cl)c(Cl)c3)nc2c1)c1cccc2ccccc12
21. Cc1ccc(C(=O)O)cc1NC(=O)c1cccs1
22. COC(=O)c1c(NC(=O)c2nn3c(C(F)(F)F)cc(-c4ccccc4)nc3c2Cl)sc2c1CCC(C(C)(C)C)C2 (configuration not stated)
23. Cc1cc(C=C2C(=O)NC(=S)NC2=O)c(C)n1-c1ccncc1
24. Cc1nc(-c2cccs2)c(CCC(=O)Nc2ccccc2Cl)s1
compound no. | 17 | 18 | 19 | 20 | 21 | 22 | 23 | 24
FBW7 act | 0.0 | 0.1 | 0.2 | -0.1 | 0.5 | 0.0 | -0.6 | 0.0
TEAD-YAP inh | -7 | 5 | 9 | -2 | 6 | -7 | -2 | -5
MITF inh | -29 | 10 | 2 | -2 | 3 | -2 | 23 | 5
GPR151 ag | 0.7 | -0.1 | 0.4 | -0.1 | 0.9 | 1.5 | 0.6 | 0.0

25. O=C(NC1CCN(Cc2ccccc2)CC1)c1cnc(Nc2ccccn2)s1
26. CC1CCN(C(=O)CN(c2cccc(F)c2)S(C)(=O)=O)CC1
27. COC(C(=O)Nc1ccc(S(=O)(=O)Nc2ccc(C)c(C)c2)cc1)c1ccccc1 (configuration not stated)
28. Cc1ccc(NC(=O)CN2C(=O)S/C(=C\c3ccc(OCC(N)=O)cc3)C2=O)cc1
29. Cc1sc2ncn(CC(=O)N3CCCC3)c(=O)c2c1C
30. O=C1CC[C@@H](C(=O)N2CCOc3ccc(C4=CCCCC4)cc3C2)N1
31. COC(=O)CN1C(=O)S/C(=C/c2cccc(C)c2)C1=O
32. C=CCNC(=O)C(C)c1ccc([N+](=O)[O-])cc1 (configuration not stated)
compound no. | 25 | 26 | 27 | 28 | 29 | 30 | 31 | 32
FBW7 act | 0.0 | -0.1 | 0.0 | -0.1 | 0.0 | -0.1 | 0.1 | -0.2
TEAD-YAP inh | -1 | -7 | 24 | 0 | 2 | -1 | -18 | 14
MITF inh | 8 | -5 | -5 | -8 | 2 | -2 | -1 | 1
GPR151 ag | -0.9 | -0.4 | 0.4 | 1.2 | -0.1 | -0.2 | 0.0 | 2.0

Whole records, looked up by structure. Screens in order: FBW7 act | TEAD-YAP inh | MITF inh | GPR151 ag
C=CCNC(=O)C(C)c1ccc([N+](=O)[O-])cc1 (configuration not stated) in the list: -0.2 | 14 | 1 | 2.0
Cc1ccc(NC(=O)CN2C(=O)S/C(=C\c3ccc(OCC(N)=O)cc3)C2=O)cc1 in the list: -0.1 | 0 | -8 | 1.2
Cc1sc2ncn(CC(=O)N3CCCC3)c(=O)c2c1C in the list: 0.0 | 2 | 2 | -0.1
O=C(NC1CCN(Cc2ccccc2)CC1)c1cnc(Nc2ccccn2)s1 in the list: 0.0 | -1 | 8 | -0.9
O=C1CC[C@@H](C(=O)N2CCOc3ccc(C4=CCCCC4)cc3C2)N1 in the list: -0.1 | -1 | -2 | -0.2

The list continues.
33. CC1=C(C(=O)N2CCOCC2)C(c2ccc(OC(F)F)cc2)NC(=O)N1 (configuration not stated)
34. Cc1cccc(NC(=O)C2CCCC2)n1
35. CCC(=O)NC(=S)Nc1cc([N+](=O)[O-])ccc1F
36. Cc1ccc2c(c1)cc(CN1CCN(CCO)CC1)c(=O)n2Cc1cccc(F)c1
37. Cc1cccc(-c2noc(COc3ccc(C(C)C)cc3)n2)c1
38. CCN(CC)CCCCCCn1c(C)cc(=O)n(C)c1=O
39. O=C(COC(=O)c1ccc2nc3c(nc2c1)-c1cccc2cccc-3c12)c1ccc([N+](=O)[O-])cc1
40. CCN(CC)CCN=Cc1c(O)n(-c2cccc(C(F)(F)F)c2)c(=O)[nH]c1=O
compound no. | 33 | 34 | 35 | 36 | 37 | 38 | 39 | 40
FBW7 act | 0.0 | -0.1 | 0.0 | -0.2 | 0.2 | 0.0 | 0.1 | -0.1
TEAD-YAP inh | -11 | -19 | 5 | -6 | 2 | -1 | -16 | 14
MITF inh | -6 | -1 | 1 | -4 | 8 | 36 | 13 | -6
GPR151 ag | 0.0 | -0.6 | 3.2 | 1.3 | -1.2 | -0.4 | 2.5 | 0.0

41. N[C@@H](Cc1ccc(Cl)cc1)c1nc2ccc(-c3ccncc3)cc2[nH]1
42. COc1ccc(CCn2c(SCc3cccc(Cl)c3)nc3ccsc3c2=O)cc1OC
43. CCCCCn1c(=O)[nH]c2cc(C(=O)NC3CCCC3)ccc2c1=O
44. CC(C#N)OC(=O)/C=C/c1ccc2ccccc2n1 (configuration not stated)
45. Cc1nc2cc(-c3ccccc3)nn2c(C)c1CCC(=O)NCCCOC(C)C
46. Cc1nc(C#N)c(N/N=C/c2c(F)cccc2Cl)o1
47. CC1CCCN(CC(O)COc2ccc(Br)cc2)C1 (configuration not stated)
48. COc1cccc(/C=C2\SC(N)=NC2=O)c1OS(=O)(=O)c1ccc(NC(C)=O)cc1
compound no. | 41 | 42 | 43 | 44 | 45 | 46 | 47 | 48
FBW7 act | -0.9 | 0.0 | 0.1 | -0.1 | 1.4 | -0.2 | 0.0 | 0.0
TEAD-YAP inh | 4 | 3 | -2 | -6 | -14 | -30 | -4 | 0
MITF inh | 7 | 9 | -13 | -1 | 2 | 3 | 7 | -11
GPR151 ag | -2.1 | 0.6 | -0.1 | -0.5 | -0.8 | -2.4 | -2.0 | 2.2

49. CCc1ccc(OCC(=O)NC(C)c2ccccc2)cc1 (configuration not stated)
50. O=C(Nc1nc2ccc(F)cc2s1)c1ccc(S(=O)(=O)N2CCc3ccccc3C2)cc1
51. O=C(c1nc2sccn2c1CNCc1ccc(Cl)s1)N1CCCC1
52. COc1cc2c(cc1OC)C(COc1ccccc1OC)N(C(=O)c1ccccc1Br)CC2 (configuration not stated)
53. COc1ccc(CCNc2nc3ccccc3s2)cc1OC
54. CCOC(=O)C1(Nc2ccccc2)Sc2cc(C)ccc2NC1=O (configuration not stated)
55. CC1CCCCN1C(=O)c1nn2c(c1Cl)NC(c1ccco1)CC2C(F)(F)F (configuration not stated)
56. CN(C)S(=O)(=O)c1ccc(C(=O)OC2CCC3CCCCC3C2)cc1 (configuration not stated)
compound no. | 49 | 50 | 51 | 52 | 53 | 54 | 55 | 56
FBW7 act | 0.0 | 0.1 | 0.0 | -0.1 | 0.2 | 0.0 | 0.2 | 0.1
TEAD-YAP inh | 4 | -6 | -11 | 5 | -20 | 63* | 10 | 2
MITF inh | -12 | -6 | -4 | 3 | -4 | 20 | 13 | 20
GPR151 ag | 2.1 | 2.3 | -0.1 | -0.3 | -0.6 | 1.6 | 0.0 | -0.9

The list goes on; it opens with the 4 that closed the last part.
53. COc1ccc(CCNc2nc3ccccc3s2)cc1OC
54. CCOC(=O)C1(Nc2ccccc2)Sc2cc(C)ccc2NC1=O (configuration not stated)
55. CC1CCCCN1C(=O)c1nn2c(c1Cl)NC(c1ccco1)CC2C(F)(F)F (configuration not stated)
56. CN(C)S(=O)(=O)c1ccc(C(=O)OC2CCC3CCCCC3C2)cc1 (configuration not stated)
57. COc1ccc(-c2nc3ccccc3c(=O)n2CC(=O)Nc2ccc(C)c(Cl)c2)cc1OC
58. COc1ccc(/C=C(\C#N)C(=O)OCC(=O)NC2CCCCCC2)cc1
59. CCOC(=O)C(C)Oc1ccc2c(C)cc(=O)oc2c1C(C)=O (configuration not stated)
60. O=Cc1cc([N+](=O)[O-])ccc1OCCOc1ccccc1
61. COC(CNc1cc(-c2ccccn2)nc(-c2ccccn2)n1)OC
62. CC(=O)NC1C(=O)Nc2c(C)ccc(Cl)c21 (configuration not stated)
63. CC(=O)Nc1ccc(CN2CCc3c(nc(C)[nH]c3=O)C2)cc1
64. CCOc1ccc(S(=O)(=O)NCCCOC)c2cccnc12
compound no. | 53 | 54 | 55 | 56 | 57 | 58 | 59 | 60 | 61 | 62 | 63 | 64
FBW7 act | 0.2 | 0.0 | 0.2 | 0.1 | 0.0 | 0.0 | -0.1 | 0.2 | -1.0 | 0.2 | 0.2 | 0.0
TEAD-YAP inh | -20 | 63* | 10 | 2 | 2 | -12 | 1 | -7 | 22 | 1 | 3 | -7
MITF inh | -4 | 20 | 13 | 20 | 6 | -10 | -2 | 1 | 114* | -23 | -4 | -42
GPR151 ag | -0.6 | 1.6 | 0.0 | -0.9 | -1.4 | 0.1 | -0.9 | 2.1 | 0.2 | -2.6 | 0.7 | -0.1

65. COC(=O)n1c(=O)oc2cc(S(=O)(=O)N3CCOCC3)ccc21
66. CC1=CC(C)C(C2OCC(CN3CCCC3)O2)C(C)C1 (configuration not stated)
67. CN(C)c1ccc(/C=C(\C#N)c2nc3ccccc3n2C)o1
68. O=C(CSCc1cc(=O)[nH][nH]1)Nc1ccc(F)cc1
69. NC(=O)C1CCN(C(=O)C23CC4CC(CC(C4)C2)C3)CC1
70. Cc1cc(OCC(=O)N/N=C/c2ccc(F)cc2)ccc1Cl
71. CCOC(=O)C1=C(C)N=c2s/c(=C\c3ccc(OC)c(O)c3)c(=O)n2C1c1ccc(Cl)cc1 (configuration not stated)
72. Cc1cc(Br)cc2c1N(C)C(=O)/C2=C1\SC(=S)N(N)C1=O
compound no. | 65 | 66 | 67 | 68 | 69 | 70 | 71 | 72
FBW7 act | 0.1 | -0.1 | -0.1 | 0.4 | -0.1 | -0.1 | 0.1 | 0.6
TEAD-YAP inh | -2 | 0 | -8 | 0 | 2 | -1 | 5 | 6
MITF inh | -8 | 3 | 2 | 23 | -4 | 7 | 14 | 17
GPR151 ag | -0.5 | 0.0 | -0.4 | -1.2 | 1.5 | 3.0 | 0.0 | -1.6

73. CCOc1ccc(C(=O)/C=C/c2ccc3c(c2)OCO3)cc1
74. Cc1ccc(N(CC(=O)NC2CCCC2)C(=O)c2ccc(N3CCCC3)nc2)cc1
75. Cc1nn(C)c(C)c1-c1cccc(C(=O)Nc2ccc(N3CCOCC3)cc2)n1
76. CCn1c(SCc2ccccc2F)nnc1-c1ccccn1
77. O=C(Cc1ccc2c(c1)OCO2)Nc1cc(Nc2ccccc2-c2ncn[nH]2)c(F)cn1
78. CC(C)(C)C(=O)Nc1ccc(S(=O)(=O)Nc2ccccc2)cc1
79. Fc1ccc(/C=N/Nc2nncc3ccccc23)cc1F
80. N#CC1=C(N)OC2=C(C(=O)CC(c3ccccc3)C2)C1c1ccc(Br)cc1 (configuration not stated)
81. CCCSc1nnc2c(n1)OC(C(=O)c1ccc(OC)cc1)Nc1ccccc1-2 (configuration not stated)
compound no. | 73 | 74 | 75 | 76 | 77 | 78 | 79 | 80 | 81
FBW7 act | -0.1 | 0.1 | 0.0 | -0.3 | 1.1 | 0.1 | 0.0 | -0.1 | -0.1
TEAD-YAP inh | -40 | -4 | 45* | 1 | 54* | -18 | -35 | 13 | -26
MITF inh | 3 | 4 | -7 | 6 | 19 | -9 | 2 | 12 | 11
GPR151 ag | -1.3 | 1.1 | 0.0 | 3.6 | -0.9 | 0.9 | -0.6 | 0.5 | 1.4

Bioassay records (PubChem BioAssay)
